High-throughput results as filed in PubChem BioAssay.
KOR beta-arrestin-1: KOR agonists, beta-arrestin recruitment, primary screen, cell-based, luminescence, uHTS (AID 1777). KOR beta-arrestin recruitment, luminescence; higher % means a stronger effect. one-dose activation, % at 10 µM; EC50 in µM for titrated hits. hit rate 0.02% among 280,000; in the data active means activation above about 50%, passing the limit was not always enough; further: a part of the inactive calls stands beside numbers as strong as those of hits
NOD1 inhibition: NOD1 signaling inhibitors, primary screen, cell-based, luminescence, uHTS (AID 1578) | inhibition, % at 4 µM; hits with a dose series show EC50 in µM | hit rate 1% among 290,000 | NOD1-driven NF-kB luciferase reporter cells, luminescence; higher % means a stronger effect; in the data active means inhibition mostly above about 36%, no sharp cut-off; inactive means mostly below about 34%;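 further: HEK-293T reporter cells stimulated with the NOD1 agonist gamma-tri-DAP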
AID2073: inhibitors of Mint1-CaV2.2 protein interaction, biochemical, HTRF (AID 2073). Voltage-dependent N-type calcium channel subunit alpha-1B (Homo sapiens). HTRF protein-protein interaction, Mint1-CaV2.2; higher % means a stronger effect. inhibition, % at 20 µM, or IC50 in µM where a hit was titrated. hit rate 0.19% among 290,000; in the data active means inhibition mostly above about 51%, no sharp cut-off; inconclusive means no clear call, values can overlap the other calls; inactive means mostly below about 53%; further: some results filed as inactive read as strong as hits
GPR35 antagonists: GPR35 antagonists blocking zaprinast-driven arrestin recruitment, primary screen, imaging, U2OS, beta-arrestin-GFP, zaprinast agonist (AID 2058); hit rate 0.052% among 290,000; one-dose inhibition, % at 10 µM; IC50 in µM for titrated hits; G-protein coupled receptor 35 (Homo sapiens); U2OS GPR35 beta-arrestin-GFP translocation imaging, zaprinast antagonism; higher % means a stronger effect;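 active means inhibition of at least 50% with at least 30 cells and total cytoplasm GFP at most 10,000,000; inconclusive means under 30 cells or total GFP of 10,000,000 plus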
Siah-1 displacement: Siah-1 peptide-binding antagonists, primary screen, biochemical, fluorescence polarization, rhodamine-plectin, uHTS (AID 1817); E3 ubiquitin-protein ligase SIAH1 (Homo sapiens); hit rate 0.02% among 290,000; one-dose displacement, % at 20 µM; IC50 in µM for titrated hits; Siah-1 / rhodamine-plectin peptide fluorescence polarization; higher % means a stronger effect;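 active means displacement of at least 50% at 20 µM, with a fluorescence ratio check between 0.3 and a set limit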;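 further: plate controls were Siah plus tracer with DMSO for no effect and tracer alone without Siah for full effect; strong numbers were not always called active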
GPR55 LPI antagonism: GPR55 antagonists blocking LPI-driven arrestin recruitment, primary screen, imaging, U2OS, beta-arrestin-GFP, LPI agonist (AID 2013) | G-protein coupled receptor 55 (Homo sapiens) | U2OS GPR55 beta-arrestin-GFP translocation imaging, LPI antagonism; higher % means a stronger effect | inhibition, % at 10 µM, or IC50 in µM where a hit was titrated | hit rate 0.13% among 290,000;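 active means spots per cell inhibited over 60%, with over 100 cells counted and total cytoplasm intensity under 500,000; inconclusive means wells with under 100 cells, flagged as likely toxic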;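 further: U2OS cells stably carrying GPR55 and arrestin-GFP stimulated by 5 µM LPI near EC80; imaged beta-arrestin-GFP aggregate spots per cell after agonist stimulation; plate controls were LPI-stimulated DMSO wells for no effect and DMSO wells without LPI for full effect; some results filed as inactive read as strong as hits; confirmed hits need IC50 under 10 µM and bright autofluorescent wells are also inconclusive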
KOR beta-arrestin-2: KOR antagonists, beta-arrestin recruitment, cell-based, luminescence, uHTS (AID 1778) | hit rate 0.091% among 290,000 | KOR beta-arrestin recruitment, luminescence, antagonist mode; higher % means a stronger effect | inhibition, % at 10 µM, or IC50 in µM where a hit was titrated; in the data active means inhibition above about 50%; further: strong numbers were not always called active
GPR55 activation: GPR55 agonists via beta-arrestin recruitment, primary screen, imaging, U2OS cells, beta-arrestin-GFP redistribution (AID 1961); one-dose activation, % at 10 µM; EC50 in µM for titrated hits; G-protein coupled receptor 55 (Homo sapiens); hit rate 0.048% among 290,000; U2OS GPR55 beta-arrestin-GFP redistribution imaging; higher % means a stronger effect;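 active means activation above 40% with more than 50 cells counted in the well; inconclusive means wells holding fewer than 50 cells, flagged as toxic or sparse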;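 further: U2OS osteosarcoma cells stably expressing GPR55 and beta-arrestin-GFP; plate controls were DMSO negative control for no effect and LPI positive control for full effect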
HIV peptide binding: inhibitors of HIV fusion peptide binding, primary screen, biochemical, uHTS, fluorescence dequenching (AID 1986). cell-free peptide binding, fluorescence dequenching, 30 min; higher % means a stronger effect. hit rate 0.3% among 290,000. inhibition, % at 20 µM; hits with a dose series show IC50 in µM; in the data active means inhibition mostly above about 52%, no sharp cut-off; inactive means mostly below about 76%; further: some results filed as inactive read as strong as hits
Numbers without * were called inactive; u = inconclusive; [ ] = remark or other dose. These rows are one share of the data. The share of hits here may be higher or lower than overall.

cpd	SMILES	GPR35 antagonists	Siah-1 displacement	KOR beta-arrestin-2	HIV peptide binding	KOR beta-arrestin-1	AID2073	NOD1 inhibition	GPR55 LPI antagonism	GPR55 activation
1	OC1CCN(Cc2ccc3ccccc3c2)CC1	2%	4%	-47%[20 µM]	1.9%	-5.2%	-3%	-1%	9%	0.5%
2	CSc1nc2ccc(NC(=O)NC(=O)c3c(F)cccc3F)cc2s1	17%	9%	24%	0.6%	-1.4%	-2%	-7%	0%	0.2%
3	CC(C)(C)C(=O)NC(c1ccccc1)c1c(O)ccc2ccccc12 (configuration not stated)	11%	3%	4%	-1.3%	1.9%	7%	-10%	3%	0.5%
4	O=S(=O)(Nc1nc2ccc(S(=O)(=O)N3CCCCC3)cc2s1)c1ccccc1	-9%	-1%	-32%	46%	6.7%	0%	6%	-8%	-0.2%
5	COc1ccc(C(=O)Nc2ccc(S(=O)(=O)N3CCCCC3)cc2)cc1	6%	-1%	2%	-2.7%	-0.4%	21%	26%	3%	-0.1%
6	CCc1ccccc1NC(=S)NC1CC2CCC(C1)N2Cc1ccc(F)cc1 (configuration not stated)	14%	0%	-30%[20 µM]	-0.5%	-3.3%	-10%	-34%	6%	-0.1%
7	COc1ccc(Nc2nc(OC)nc(OC)n2)cc1	3%	-2%	-14%[20 µM]	-0.5%	8.8%	14%	-20%	2%	-0.1%
8	Cc1[nH][nH]c(=O)c1C(c1ccc2c(c1)OCO2)c1c(C)[nH][nH]c1=O	-11%	4%	0%	-0.8%	1.4%	10%	-10%	9%	0.3%
9	COc1ccc(CNC(=O)C2CCN(S(=O)(=O)c3ccc(Br)s3)CC2)cc1	3%	9%	-18%	1.0%	-2.7%	-3%	0%	2%	-0.2%
10	O=C(O)CCCC(=O)Nc1ccc(Oc2cccc(C(F)(F)F)c2)nc1	12%	19%	16%	-0.1%	2.9%	-4%	-8%	-1%	1.0%
11	CN(c1ccccc1)S(=O)(=O)c1cc(C(=O)c2nccn2C)ccc1Cl	9%	-3%	-1%	-0.9%	-4.8%	-7%	18%	13%	0.4%
12	CC1CCCC(NC(=O)CCn2c(=O)oc3ccccc32)C1C (configuration not stated)	1%	5%	11%	0.2%	-0.1%	2%	8%	9%	0.3%
13	COc1cccc(NC2c3ccccc3C(=O)N2Cc2ccco2)c1 (configuration not stated)	22%	-1%	11%	-1.5%	1.1%	8%	3%	1%	-0.1%
14	O=C(COC(=O)c1cc([N+](=O)[O-])ccc1NCCO)Nc1ccc2c(c1)OCO2	18%	-1%	-42%[20 µM]	-1.3%	0.2%	9%	37%	6%	0.2%
15	O=C1COc2ccc(NC(=O)N3CCN(c4ccc(F)cc4)CC3)cc2N1	-15%	-2%	11%	-1.9%	-3.3%	-8%	9%	-17%	0.0%
16	COc1ccc(C2CC(c3cccs3)=NN2C(=O)COC(=O)c2cncc(Br)c2)cc1OC (configuration not stated)	-7%	-3%	13%	3.9%	-3.5%	20%	-27%	-2%	-0.3%
17	CCOC(=O)Cn1c2c(c(=N)c3c1CCC3)CCCC2	8%	5%	5%	0.2%	4.8%	3%	1%	4%	0.1%
18	Cc1ccc(S(=O)(=O)N2CCOCC2)cc1C(=O)N(C)CCOc1ccc(Cl)cc1	17%	-5%	27%	-2.1%	5.1%	10%	-9%	-6%	-0.2%
19	O=S(=O)(c1ccc2ccccc2c1)N1CCN=C1SCc1cccnc1	11%	6%	-16%	0.6%	1.8%	2%	-15%	-16%	-0.4%
20	COc1ccc(C2c3sc(=O)[nH]c3SC3C4CCC(C4)C23)cc1OC (configuration not stated)	9%	-3%	-20%	7.0%	-0.2%	-3%	-46%	5%	-0.5%
21	CCCCS(=O)(=O)Nc1ccc(C)cn1	0%	2%	15%	7.2%	1.6%	-4%	-19%	11%	-0.2%
22	COc1ccc(C2=NS(=O)(=O)N(C)C(C(=O)NCc3ccco3)=C2)cc1OC	4%	-2%	-5%[20 µM]	-1.2%	-0.7%	16%	-11%	-3%	0.6%
23	O=C(COc1cccc2cccnc12)N/N=C1\SCC(=O)N1Cc1ccco1	-18%	10%	9%	3.8%	-5.9%	10%	5%	-4%	0.2%
24	Cc1ccc2c(COC(=O)c3ccccc3Cl)cc(=O)oc2c1	1%	-2%	-47%	2.2%	1.9%	7%	-8%	0%	-0.1%

Single records (already shown). Values in the order: GPR35 antagonists, Siah-1 displacement, KOR beta-arrestin-2, HIV peptide binding, KOR beta-arrestin-1, AID2073, NOD1 inhibition, GPR55 LPI antagonism, GPR55 activation
Results for CC1CCCC(NC(=O)CCn2c(=O)oc3ccccc32)C1C (configuration not stated) = 1%, 5%, 11%, 0.2%, -0.1%, 2%, 8%, 9%, 0.3%
Results for COc1ccc(C2=NS(=O)(=O)N(C)C(C(=O)NCc3ccco3)=C2)cc1OC = 4%, -2%, -5%[20 µM], -1.2%, -0.7%, 16%, -11%, -3%, 0.6%

(cont.)
cpd	SMILES	GPR35 antagonists	Siah-1 displacement	KOR beta-arrestin-2	HIV peptide binding	KOR beta-arrestin-1	AID2073	NOD1 inhibition	GPR55 LPI antagonism	GPR55 activation
25	Cc1ccc(S(=O)(=O)N2CCC(=O)N(C(COCc3ccc(Cl)cc3Cl)Cc3ccccc3)CC2)cc1 (configuration not stated)	2%	-9%	-1%	-2.6%	-1.0%	1%	16%	10%	-0.3%
26	N#Cc1c(N2CCCC2)nc(N)c2c(N)nc(N3CCCC3)cc12	2%	10%	-5%	7.0%	3.3%	24%	-41%	5%	0.2%
27	COc1cccc(NC(=O)CSc2nnc(-c3cccc(OC(C)C)c3)n2N)c1	2%	-2%	-5%	1.7%	-1.8%	-7%	-57%	4%	0.2%
28	CC12CC3CC(C)(C1)CC(C(=O)N1CCN(C(=O)c4ccco4)CC1)(C3)C2	6%	9%	16%	2.0%	-1.5%	-4%	-14%	8%	-0.1%
29	O=C(NCc1cccnc1)c1nnc(Cc2ccc(F)cc2)o1	5%	1%	-15%	1.8%	5.1%	-4%	-12%	-9%	0.8%
30	O=c1[nH]c2cc3c(cc2cc1CN(CC1CCCO1)S(=O)(=O)c1ccc(Cl)cc1)OCCO3 (configuration not stated)	-17%	-1%	-13%	0.9%	2.3%	u	-14%	33%	0.2%
31	CN1CCN(CCCOc2ccc(-c3ccccc3)cc2)CC1	-7%	-1%	-27%	-0.3%	6.0%	2%	-50%	-12%	-0.1%
32	CC1CCCN(c2cc3c(cc2[N+](=O)[O-])C(=O)N(c2ccccc2)C3=O)C1 (configuration not stated)	-10%	3%	-3%	0.1%	2.1%	6%	-24%	8%	0.0%
33	C=C(C)CNC(=S)N/N=C1\CCCCc2ccccc21	-9%	-1%	-18%	-0.7%	-1.9%	-6%	-16%	-2%	0.5%
34	CCOc1ccc2c(O)csc2c1	-12%	2%	35%	9.5%	0.9%	-10%	-3%	2%	-0.2%
35	O=C1CC(N2CCN(c3ccccc3)CC2)C(=O)N1c1ccc2c(c1)OCCO2 (configuration not stated)	7%	0%	-38%	1.7%	-1.3%	6%	1%	6%	0.2%
36	[O-]/[N+](=C/c1ccc(F)cc1)c1ccccc1	-3%	5%	-16%	-1.2%	3.1%	7%	0%	2%	-0.1%
37	Cc1ccc(S(=O)(=O)NCCC(c2ccc(F)cc2)c2ccco2)cc1 (configuration not stated)	12%	10%	-18%	-0.1%	3.8%	-8%	18%	12%	0.0%
38	CN1C(=O)Cc2cc(S(=O)(=O)NCCc3ccc(Cl)cc3)ccc21	-20%	4%	-28%	-0.6%	-0.6%	2%	-21%	3%	-0.1%
39	CC#CCCCC(=O)Nc1ccc(C(=O)O)cc1	12%	2%	4%	2.8%	-1.3%	10%	3%	-1%	-0.1%
40	O=C(CN(Cc1ccccc1F)S(=O)(=O)c1ccc(Cl)cc1)NCC1CCCO1 (configuration not stated)	12%	5%	-17%	0.8%	2.2%	-8%	-14%	-1%	0.4%
41	CCOc1ccccc1N(CC(=O)NCC1CCCO1)C(=O)CCC(=O)Nc1cc(C)on1 (configuration not stated)	-5%	-1%	6%	1.7%	-1.9%	-6%	-31%	0%	0.1%
42	O=C1C(Nc2ccccc2)=CC(c2ccc(O)cc2)N1c1ccccc1 (configuration not stated)	-7%	-2%	13%	2.9%	-0.2%	12%	10%	-6%	-0.3%
43	O=C(c1c[nH]c2ccccc12)N1CCOCC1	9%	-8%	-44%	-1.1%	2.2%	-3%	14%	2%	-0.4%
44	Cc1ccnc(SCCn2c(N3CCCCC3)nc3c2c(=O)[nH]c(=O)n3C)n1	-12%	4%	-16%	2.2%	-11%	3%	4%	-18%	-0.1%
45	COc1cc(-c2nc3c[n+](CC(=O)c4ccccc4)ccc3n2C)cc(OC)c1OC	8%	3%	10%	-2.1%	0.9%	3%	-14%	4%	0.5%
46	COc1ccc(COC(=O)c2n[nH]c3ccccc23)cc1F	-5%	2%	4%	1.4%	3.2%	10%	-22%	7%	-0.2%
47	COc1cccc(-n2c(Cc3cc(=O)[nH]c(=O)[nH]3)nnc2SCC(=O)NC2CCCCC2)c1	12%	-2%	-9%	-1.8%	-2.0%	-6%	-4%	-11%	-0.1%
48	O=C(NC1CCCCC1)C(c1ccc(F)cc1)N(CCc1ccccc1)C(=O)CN1C(=O)c2ccccc2S1(=O)=O (configuration not stated)	-2%	-1%	8%	-1.6%	7.2%	6%	-29%	12%	-0.2%
49	Cc1cc(NC(=O)COC(=O)c2ccc(F)c(S(=O)(=O)N3CCOCC3)c2)no1	-6%	-1%	12%	3.4%	-1.5%	0%	-4%	5%	0.8%
50	CC(=O)Nc1ccc(Nc2nc(C)nc3c2oc2ccccc23)cc1	-2%	5%	25%	-0.7%	-2.9%	2%	-19%	-13%	0.0%
51	COC(=O)c1cccc(-n2c(C)cc(C=O)c2C)c1C	3%	-5%	6%	-2.7%	3.4%	-9%	-23%	0%	-0.3%
52	CCNc1nc(OC)nc(N2CCC(Cc3ccccc3)CC2)n1	-5%	2%	15%	-1.6%	1.5%	5%	-34%	-8%	1.8%
